# Compound activity deposited in PubChem BioAssay by several laboratories.
# HePTP inhibitor – inhibitors of human HePTP phosphatase, primary screen, biochemical, absorbance, leukemia target; recombinant HePTP phosphatase activity, OD absorbance; 110,000 compounds, 0.64% hits; Tyrosine-protein phosphatase non-receptor type 7 (Homo sapiens), P35236; inhibition, % at 20 µM; in the data active = inhibition above about 50%;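 also: plate controls were vehicle for no effect and reference inhibitor for full effect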
# Target sequence (P35236 whole entry, looked up): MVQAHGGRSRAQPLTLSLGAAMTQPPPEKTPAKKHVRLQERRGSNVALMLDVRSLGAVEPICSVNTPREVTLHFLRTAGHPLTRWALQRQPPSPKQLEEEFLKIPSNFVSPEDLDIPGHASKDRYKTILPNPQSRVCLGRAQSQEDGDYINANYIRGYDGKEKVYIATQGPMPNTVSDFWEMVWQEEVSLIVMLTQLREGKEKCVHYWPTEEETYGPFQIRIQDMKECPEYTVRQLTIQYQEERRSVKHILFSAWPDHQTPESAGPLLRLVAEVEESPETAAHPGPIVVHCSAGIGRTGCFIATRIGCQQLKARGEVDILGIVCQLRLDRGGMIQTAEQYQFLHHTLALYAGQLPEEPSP
# BAP1 inh – inhibitors of BAP1 deubiquitinase, primary screen, biochemical, Ub-AMC fluorescence, kinetic; Ubiquitin carboxyl-terminal hydrolase BAP1 (Homo sapiens), Q92560; recombinant BAP1, Ub-AMC hydrolysis fluorescence kinetic; active compounds read low; activity remaining (% of control), % at 20 µM; 72,000 compounds, 0.48% hits; AID 436, 2006;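 active = activity remaining at or below 50% of control, provided the compound also passes the data quality filters; inactive = the rest, including low values that fail the filters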;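 also: 100% = DMSO wells rate and 0% = substrate alone blank rate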
# Target sequence (Q92560 whole entry, looked up): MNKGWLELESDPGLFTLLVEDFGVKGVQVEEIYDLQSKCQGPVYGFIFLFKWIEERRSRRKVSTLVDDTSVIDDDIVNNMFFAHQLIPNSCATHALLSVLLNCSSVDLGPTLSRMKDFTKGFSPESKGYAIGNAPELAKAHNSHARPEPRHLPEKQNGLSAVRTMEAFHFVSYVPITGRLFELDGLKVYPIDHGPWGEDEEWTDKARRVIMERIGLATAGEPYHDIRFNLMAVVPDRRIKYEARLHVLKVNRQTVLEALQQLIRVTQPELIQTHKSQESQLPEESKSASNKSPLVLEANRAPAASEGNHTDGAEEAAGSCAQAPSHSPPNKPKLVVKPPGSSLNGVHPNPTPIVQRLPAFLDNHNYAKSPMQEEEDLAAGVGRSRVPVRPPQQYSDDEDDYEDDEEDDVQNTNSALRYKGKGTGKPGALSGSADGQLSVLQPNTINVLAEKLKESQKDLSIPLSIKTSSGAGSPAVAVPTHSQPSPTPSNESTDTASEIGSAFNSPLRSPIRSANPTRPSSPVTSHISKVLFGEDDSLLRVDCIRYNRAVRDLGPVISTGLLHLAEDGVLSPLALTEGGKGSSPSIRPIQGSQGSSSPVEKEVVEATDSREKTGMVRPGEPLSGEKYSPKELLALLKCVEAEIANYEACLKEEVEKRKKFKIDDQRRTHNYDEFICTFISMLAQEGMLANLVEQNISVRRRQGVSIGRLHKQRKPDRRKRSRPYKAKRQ
# * hit, by the source's call; / = no result given; & = joins results of further samples.
HePTP inhibitor	BAP1 inh	Structure
11	/	COc1cccc(C2C(C(=O)Nc3ccccc3)=C(C)N=c3s/c(=C\c4ccc(N(C)C)o4)c(=O)n32)c1 (stereo not drawn)
-7	99	Cc1ccc(NCC(O)C(O)C(O)CO)cc1C (stereo not drawn)
-4	/	COc1ccc(Cl)cc1NC(=O)CCCOc1ccc(Cl)cc1Cl
9	100	Cc1nnc(SCCn2c(N3CCN(C)CC3)nc3c2c(=O)[nH]c(=O)n3C)s1
5	87	O=C(Cn1cccc1)NCc1cccs1
12	74	c1ccc(-c2cc3c(N4CCOCC4)ncnc3s2)cc1
0	/	O=C(NCCC(c1ccccc1)c1ccccc1)C1CCCCC1
0	/	CCN(CC)CCN(Cc1cc2cc3c(cc2[nH]c1=O)OCCO3)C(=O)NC1CCCCC1
9	57	Cn1nnnc1Sc1ncnc2scc(-c3ccc(F)cc3)c12
3	110	O=C(CN1C(=O)NC(Cc2ccccc2)C1=O)Nc1ccc(F)cc1 (stereo not drawn)
/	70	CC(C)(O)C#Cc1ccc(C(=O)NCCc2ccc(S(N)(=O)=O)cc2)cc1
-2	/	O=C(NC12CC3CC(CC(C3)C1)C2)C1CC(=O)N(c2ccc(Br)cc2)C1 (stereo not drawn)
9	/	O=C(Cc1ccc(F)cc1)NCC1CCCO1 (stereo not drawn)
-2	103	COc1cc2[nH]c(=S)n(CCN3CCOCC3)c(=O)c2cc1OC
6	/	CCOC(=O)c1c(NC(=O)c2ccc([N+](=O)[O-])cc2)sc2c1CCCCCC2
/	58	COc1cc(C2CC(=O)Nc3c2cc(Br)c2ccccc32)cc(Br)c1OC (stereo not drawn)
-4	/	CC1CCN(S(=O)(=O)c2cccs2)CC1
-1	97	CC(=O)NCCc1cc2ccc(C)c(C)c2[nH]c1=O
1	/	CCSC1=N/C(=C\c2ccc3c(c2)OCO3)C(=O)S1
-7	70	O=C(Nc1ccc(Oc2ccccc2)cc1)C1CCN(c2ncccn2)CC1
1	109	CCOC(=O)CSc1nc(C)cc(Oc2ccc(=O)n(C)n2)n1
8	94	CCCC(C)C(=O)NCc1ccccc1OC (stereo not drawn)
0	125	Nc1nc2ccccc2n1/N=C/c1ccc(-c2ccccc2)o1
8	/	Cc1nc(-c2ccccc2)sc1C(=O)Nc1cccc2ccccc12
4	/	Cc1ccc(-c2csc(NC(=O)Nc3cccc(Cl)c3)n2)cc1
-3	/	CCC(=O)c1cc2c(cc1NC(=O)c1ccc(C)cc1)OCCO2
5	92	CCCCP(=O)(CCCC)c1ccccc1C(=O)O
6	108	Cc1noc(NS(=O)(=O)c2ccc(NC(=O)CCC3CCCC3)cc2)c1C
-7	112	Nc1nonc1-c1nc2ccccc2n1Cc1ccc(F)cc1Cl
-1	/	COc1cc(/C=C2/SC(=S)N(C)C2=O)cc(Cl)c1OCCOc1ccc(C(C)(C)C)cc1
-1	76	COCC(O)Cn1c2ccccc2c2ccccc21 (stereo not drawn)
-8	/	Cc1ccc(C(=O)CSc2nc3ccccc3c(=O)[nH]2)cc1C
-16	/	O=C1CC(N2CCN(c3ccc(Cl)cc3)CC2)C(=O)N1c1ccc(Cl)c(Cl)c1 (stereo not drawn)
0	53	Cc1ccc2c(c1)C(C)(c1ccccc1)CC(C)(C)N2C(=O)CN1C(=O)C2CCCCC2C1=O (stereo not drawn)
-4	114	COc1ccc(S(=O)(=O)NC(C(C)C)C(C)C)cc1OC
0	105	CS(=O)(=O)c1ccc2nc(NC(=O)CC3CCCC3)sc2c1
-1	/	N#C/C(=N/Nc1ccc(Cl)cc1)C(=N)N1CCCCCC1
3	107	CCOC(=O)CN(C(=O)CSc1nnc2c(n1)[nH]c1ccc(OC)cc12)c1ccc(F)cc1
5	/	CCOC(=O)c1cnc2c(C)c(-c3ccccc3)[nH]n2c1=O
2	99	CC1=C(C)C(=O)N(CCC(=O)O)C1=O
4	115	CCOC(=O)c1cc2c(=O)n3cccc(C)c3nc2n(CCOC)c1=NC(=O)c1ccncc1
3	/	CC(C)(C)CC(C)(C)NC(=O)CSc1nc2ccccc2[nH]1
4	/	CSc1ccc(/C=N/NC(=O)COc2c(Br)cc(Br)cc2Br)cc1
4	/	O=C(COc1ccccc1)NCCCNC(=O)COc1ccccc1
7	/	O=c1cc(-c2ccccc2)nc(NNc2ccccc2)[nH]1
/	150	CCCCCCN1C(=O)C(O)=C(C(C)=O)C1c1ccccc1Cl (stereo not drawn)
0	/	CC(C)(C)c1ccc(OCC(=O)Nc2cccc(OC(F)(F)F)c2)cc1
9	/	COc1ccc(/C=N/NS(=O)(=O)c2ccc(C(C)(C)C)cc2)c(OC)c1
3	83	Cn1c(=O)c2c(nc(CN3CCOCC3)n2CC(O)CO)n(C)c1=O (stereo not drawn)
-4	/	CCOC(=O)C(=Cc1cc(OC)c(O)c([N+](=O)[O-])c1)C(=O)OCC
9	/	O=C(Cn1nnc(-c2ccc(Cl)cc2)n1)NCCC1=CCCCC1
-8	/	Cc1ccc(N(Cc2ccc(C(=O)Nc3cccc(Br)c3)cc2)S(C)(=O)=O)cc1C
9	98	COc1ccc(NC(C)=O)c2nc(C)c(C)nc12
4	126	O=C(NCc1ccco1)Nc1ccccc1Cl
9	/	COc1ccc(/C=C/C(=O)Nc2nc(C)c(C)s2)cc1OC
-10	/	CCOC(=O)c1sc(NC(=O)COc2c(C)cccc2C)c(C(=O)OCC)c1C
7	122	COCCn1cc(C(=O)NCCCN2CCC(C)CC2)c2c3ccccc3n(C)c2c1=O
8	/	CCc1nnc2c3cnn(-c4ccc(C)c(C)c4)c3ncn12
7	103	NCCCCCc1nnc(SCc2cccc(Cl)c2)o1
-20	/	Nc1nonc1C(=O)N/N=C/c1cc(Cl)cc(Cl)c1O

# Following part.
HePTP inhibitor	BAP1 inh	Structure
5	/	CCOc1ccc(C=Nc2cccc3ncccc23)cc1
14	/	Cc1cc(Cl)ccc1OCCCC(=O)Nc1cc(Cl)ccc1Cl
3	103	COc1ccc(S(=O)(=O)NCC(c2cccnc2)N2CCN(C)CC2)cc1C (stereo not drawn)
-10	104	CC(C(=O)Nc1cccnc1)N1C(=O)c2ccccc2C1=O (stereo not drawn)
/	59	COc1ccc(-c2cnnn2-c2ccc(N)cc2)cc1OC
3	94	Cc1ccc(S(=O)(=O)N2CCN(C(=O)C3COc4ccccc4O3)CC2)cc1C (stereo not drawn)
6	/	COc1ccc(S(=O)(=O)Nc2ccc(C(N)=O)cc2)cc1
-6	53	O=C(c1ccc(Br)o1)N1CCN(Cc2ccc3c(c2)OCO3)CC1
/	76	O=C(O)c1ccccc1C(=O)Nc1c(-c2ccccc2)nc2ccccn12
/	105	Cn1ccccc1=Nc1cccc[n+]1C
2	/	CC(=O)c1cccc(NC(=O)/C(=C\c2cccnc2)NC(=O)c2ccc(C)cc2)c1
/	52	COc1ccc(Br)cc1C1CC(=O)c2c(ccc3ccccc23)N1 (stereo not drawn)
4	/	CCOc1ccc(NS(=O)(=O)c2cc(-c3nnnn3C)ccc2OC)cc1
10	/	CS(=O)(=O)N1CCN(c2ccccc2NC(=O)CSc2ccc(Cl)cc2)CC1
/	57	CCOc1ccc(-n2nc3ccc(NC(=O)c4ccc(-c5cccc([N+](=O)[O-])c5)o4)cc3n2)cc1
-1	/	CC(=O)Nc1ccc(S(=O)(=O)Nc2cccc(-c3nc4ccccc4o3)c2)cc1
-3	/	CCCCc1c(C)nc(N/N=C/c2ccc(OC)cc2OC)[nH]c1=O
4	97	CCOc1ccccc1NC(=O)CN(c1cc(C)cc(C)c1)S(=O)(=O)c1c(C)noc1C
-1	99	CC(=O)OC[C@H]1O[C@@H](n2ccc(=O)[nH]c2=S)C(OC(C)=O)C1OC(C)=O (stereo partly drawn)
-9	/	NS(=O)(=O)c1cccc(NC(=O)c2ccc(-c3cccc(Cl)c3)o2)c1
-4	/	CCN(CC)CCCCCOc1ccc(OC)cc1
2	/	O=C(OCCNc1ncc(C(F)(F)F)cc1Cl)c1ccc(S(=O)(=O)N2CCOCC2)cc1
1	/	Cn1c(=O)c2c(nc(NCCOCCO)n2C)n(C)c1=O
-10	93	O=C(COC(=O)c1cccs1)NCCN1C(=O)CSC1=O
/	58	CN1C(=O)C(=O)/C(=C(/O)c2ccc(F)cc2)C1c1ccc(F)cc1 (stereo not drawn)
10	90	COc1ccccc1N1CCN(C(=O)C2CCN(S(=O)(=O)c3ccccc3)CC2)CC1
5	/	O=C1CSC(=O)N1CNc1ccccc1Cl
2	/	O=C1OC(/C=C/c2ccccc2)=NC/1=C/c1cccc([N+](=O)[O-])c1
5	/	COC(=O)c1c(C)oc2cc(Br)c(OC)cc12
2	97	N#Cc1c2n(c3c(=O)n(Cc4ccc(Cl)cc4)cnc13)CCCCC2
/	65	CC(=O)c1c(OC(=O)c2cccc(Br)c2)c2ccccc2n1C
6	/	Cn1c(-c2cc3ccc(O)c(CN4CCOCC4)c3oc2=O)nc2ccccc21
2	/	CCOc1ccc(NC(=S)NC(=O)c2cccs2)c([N+](=O)[O-])c1
2	/	O=C(c1ccc(F)cc1)c1ccc2c(c1)CCCO2
-5	/	COc1ccc(CNC(=O)CSc2nc3ccccc3[nH]2)cc1
/	131	CC(C)c1nnc(NC(=O)c2ccc(S(=O)(=O)N(C)C)cc2)s1
-1	84	CCc1ccccc1NC1=NCC(=O)N1Cc1ccccc1
-1	/	Cc1ccc(C)c(NC(=O)/C=C\C(=O)O)c1
7	108	Cc1[nH]c(=O)cc2ccccc12
-12	/	Cc1ccc(NC(=O)/C(=C\c2ccccc2)NC(=O)c2ccccc2I)cc1
8	/	COC(=O)C(NC(C)=O)C12CC3CC(CC(C3)C1)C2 (stereo not drawn)
-3	/	C=CCc1cccc2cc(C(=O)Nc3ccc(CC)cc3)c(=O)oc12
4	/	C(=C\c1ccccc1)/CSc1nnc(-c2ccncc2)n1-c1ccccc1
8	95	O=C(NC(C(=O)N1CCCC1C(=O)O)=C1CCCCC1)c1ccccc1 (stereo not drawn)
12	100	Cc1ccc2[nH]c(=O)c(CNC(C)(C)C)cc2c1
-12	/	CS(=O)(=O)N(Cc1ccc(Cl)cc1)c1ccc(C(=O)Nc2cccc(C(F)(F)F)c2)cc1
-4	135	CCOC(=O)C1=C(N)N2C(=O)C(C)SC2=C(C(=O)OCC)C1c1ccccc1 (stereo not drawn)
8	195	Nc1nnc(CSCc2ccc(F)cc2)s1
4	/	COc1ccc(N(CC(=O)Nc2ccc(C(C)C)cc2)S(C)(=O)=O)cc1Cl
3	/	CCOC(=O)C(=CNc1ccc(C(=O)OC)cc1)C(=O)OCC
6	/	C#CCOc1c(Br)cc(/C=C2\C(=O)NC(=O)N(c3cc(C)cc(C)c3)C2=O)cc1OC
5	/	Cc1ccc(S(=O)(=O)N(C)CCCC(=O)Nc2ccc(F)cc2)cc1
/	121	CCOc1ccc(NC(=O)c2cccc(OC)c2)c([N+](=O)[O-])c1
-3	/	Cc1ccc(OCC(=O)Nc2cccc3nsnc23)c(C)c1
2	/	COc1ccc(C)cc1NC(=O)C(C)Oc1ccc(Cl)cc1C (stereo not drawn)
-4	108	Cc1cccc(C(=O)O)c1NC(=O)c1ccc(F)cc1
10	85	Cc1cnc(NC(=O)C2CCCO2)s1 (stereo not drawn)
-21	/	COc1ccccc1OCc1cc(C(=O)O)oc1C
/	71	Nc1ccc2c(c1)CCC2=O
5	133	COc1cc(OC)cc(-c2nc3cc(C)ccc3o2)c1

# Record cards, from the list above. Order of values: HePTP inhibitor	BAP1 inh
# CCOC(=O)C(=CNc1ccc(C(=O)OC)cc1)C(=O)OCC across the screens: 3	/
# Cc1ccc(OCC(=O)Nc2cccc3nsnc23)c(C)c1 across the screens: -3	/
# COc1cc(OC)cc(-c2nc3cc(C)ccc3o2)c1 across the screens: 5	133
# COc1ccc(N(CC(=O)Nc2ccc(C(C)C)cc2)S(C)(=O)=O)cc1Cl across the screens: 4	/
# COc1ccc(C)cc1NC(=O)C(C)Oc1ccc(Cl)cc1C (stereo not drawn) across the screens: 2	/

# Later entries
HePTP inhibitor	BAP1 inh	Structure
-2	/	COC(=O)c1cc(NC(C)=O)c(C)c(NC(C)=O)c1[N+](=O)[O-]
3	/	CN1CCN(C(=O)CCN2C(=O)c3cccc4cccc(c34)C2=O)CC1
-6	106	COC(=O)C1CCN(C(=O)c2sc3nc(-c4ccccc4)cn3c2C)CC1
3	119	O=C(Nc1ccc(F)cc1)N1CCN(C/C=C/c2ccccc2)CC1
-14&7	/	Cc1nc2ccccc2c2nc3ccccc3n12
7	/	CCN(CC)CCCCOc1c(OC)cccc1OC
3	53	COc1ccc(C2C3=C(CCCC3=O)Nc3nc(-c4cc(OC)c(OC)c(OC)c4)nn32)cc1OC (stereo not drawn)
-10	/	CC(C)(C)N=CC(C=NC(C)(C)C)[N+](=O)[O-] (stereo not drawn)
2	/	CN1C(=O)/C(=C\c2cccc(OCc3ccc(Cl)cc3Cl)c2)SC1=S
1	103	CN1CCC(OC(=O)COc2ccc(C(C)(C)C)cc2)CC1
4	99	CCC(C(=O)OC)n1cnc2c(nnn2-c2cccc(Cl)c2)c1=O (stereo not drawn)
-3	122	COC(=O)c1ccc(CNC(=O)CSc2nc3sc(C)c(C)c3c(=O)n2C)o1
7	/	N#CC(C#N)=C1C(=O)Nc2ccc(Br)cc21
21	/	O=C1NC(=O)N(c2cccc(F)c2)C(=O)/C1=C/c1ccc(Sc2ccccc2)o1

# Five records drawn at random from the list so far, as already listed:
HePTP inhibitor	BAP1 inh	Structure
-6	106	COC(=O)C1CCN(C(=O)c2sc3nc(-c4ccccc4)cn3c2C)CC1
3	119	O=C(Nc1ccc(F)cc1)N1CCN(C/C=C/c2ccccc2)CC1
1	103	CN1CCC(OC(=O)COc2ccc(C(C)(C)C)cc2)CC1
-3	122	COC(=O)c1ccc(CNC(=O)CSc2nc3sc(C)c(C)c3c(=O)n2C)o1
4	99	CCC(C(=O)OC)n1cnc2c(nnn2-c2cccc(Cl)c2)c1=O (stereo not drawn)
